Pol iota inh: blocks human DNA polymerase iota activity | Potency, µM (series often up to 115 µM), for inactives: at the highest dose activity, negative = inhibition, actives largely listed as inhibitors | Pol iota fluorescent replication assay, 10 min | Q9UNA4 | hit rate 1% among 390,000
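Pol iota at 10 nM preincubated 15 min with compounds at room temperature; reaction started with fluorescent substrate, 50 nM final. Fluorescence read kinetically at 0 and 10 min; buffer-only wells as negative control.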
APE1 inh: APE1 (human) endonuclease inhibition; hit rate 0.35% among 350,000; AID 2517; recombinant APE1, TAMRA/BHQ-2 abasic DNA cleavage fluorescence; P27695; Potency, µM (titrated, usually from 65.8 µM), for inactives: top-dose activity change, negative = inhibition, hits mostly inhibitors;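 also: plate controls were vehicle for no effect and reference inhibitor for full effect; nearly all actives have a fitted effect of over 55% in size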
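Quantitative HTS: incision of a TAMRA/BHQ-2 double-stranded substrate bearing a tetrahydrofuran abasic site by 0.75 nM APE1 raises fluorescence. Substrate 50 nM final, added after 15 min compound preincubation at room temperature; progress as third-minus-first kinetic read difference.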
G9a inh: inhibitors of human histone lysine methyltransferase G9a. G9a H3K9 monomethylation, AlphaScreen, 2 h. Q96KQ7. hit rate 8.8% among 350,000. Potency, µM (series often up to 102 µM), without a hit: at the top dose activity, negative = inhibition, actives largely listed as inhibitors; also: % is scaled to controls: 0 for no effect and ±100 for the full control effect; nearly all actives have a fitted effect of over 75% in size
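Step 1: enzyme (final 20 nM) with compound, 15 min RT. Step 2: substrate peptide 500 nM and SAM 20 uM, 2 h RT. Step 3: anti-H3K9me1 antibody and AlphaScreen beads, 10 min, then plate read.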
Pol beta inh: inhibitors of human DNA polymerase beta; AID 485314; Potency, µM (top dose mostly 114 µM), inactives show at the top dose activity change, negative = inhibition, usual class: inhibitors; Pol beta primer extension/strand displacement, fluorescence kinetic; hit rate 1.3% among 340,000; P06746; also: % is scaled to controls: 0 for no effect and ±100 for the full control effect
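10 nM enzyme + cpd, 15 min RT; start with substrate 50 nM final; read 0 min and after 10 min RT. Corrected, normalized data; 4-parameter Hill curve fit.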
JMJD2A Tudor inh: JMJD2A Tudor domain (human) inhibition; Potency, µM (series often up to 114 µM), inactives show at the highest dose activity change, negative = inhibition, usual class: inhibitors; AlphaScreen JMJD2A-Tudor / H3K4me3 peptide binding; AID 504339; hit rate 4.4% among 390,000; O75164; also: % is scaled to controls: 0 for no effect and ±100 for the full control effect; nearly all actives have a fitted effect of over 50% in size
POLH inh: DNA polymerase eta (human) inhibition. Q9Y253. recombinant Pol eta, fluorescent DNA replication assay. Potency, µM (highest dose often 114 µM), for inactives: top-dose activity change, negative = inhibition, most hits filed as inhibitors. hit rate 1.2% among 390,000. AID 588591; also: % is scaled to controls: 0 for no effect and ±100 for the full control effect
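Pol eta (10 nM) was preincubated with compounds for 15 min at room temperature, after which fluorescent replication substrate (50 nM final) was added to start the reaction. Fluorescence was read kinetically at 0 and 10 min.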
Pol kappa inh: DNA polymerase kappa (human) inhibition; Q9UBT6; purified Pol kappa, fluorescent DNA synthesis assay, 10 min; Potency, µM (top dose mostly 107 µM), without a hit: at the highest dose activity, negative = inhibition, actives largely listed as inhibitors; hit rate 0.53% among 400,000; also: % is scaled to controls: 0 for no effect and ±100 for the full control effect
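Here, compound and 10 nM enzyme are combined for 15 min at room temperature; adding 50 nM substrate (final) starts DNA synthesis, tracked by fluorescence at 0 and 10 min against buffer-only wells.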
BAZ2B inh: blocks human BAZ2B. AlphaScreen BAZ2B-H3K14Ac peptide displacement. Potency, µM (titrated, usually from 114 µM), without a hit: at the highest dose activity change, negative = inhibition, actives largely listed as inhibitors. hit rate 4.4% among 360,000; also: % is scaled to controls: 0 for no effect and ±100 for the full control effect; nearly all actives have a fitted effect of over 60% in size
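Compounds, titrated to a top concentration of 110 uM, were incubated 30 min at room temperature with preformed BAZ2B/acetyl-K14 H3 peptide complex (50 nM each). Proximity signal was measured by AlphaScreen after 20 min with beads.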
BLM inh: Bloom syndrome helicase (human) inhibition | P54132 | recombinant BLM DNA unwinding, fluorescence dequenching | Potency, µM (series often up to 56.1 µM), inactives show at the highest dose activity change, negative = inhibition, most hits filed as inhibitors | hit rate 0.2% among 350,000;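 also: plate controls were vehicle for no effect and no enzyme for full effect; nearly all actives have a fitted effect of over 35% in size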
* = called active by the depositor; ? = inconclusive; nt = not tested or not shown; & = joins results of further samples; [ ] = another dose, or the depositor's remark. Calls follow the shape of the dose curve; as a rule, active = well fitted curve in the direction sought with a large enough effect; inconclusive = small, poorly fitted or top-dose-only effect, or another doubt; inactive = no such curve, though single readings can be large; an effect the other way counts as inactive or inconclusive. Potency is read from the fitted curve at half-maximal effect.

SMILES | Pol iota inh | APE1 inh | G9a inh | Pol beta inh | JMJD2A Tudor inh | POLH inh | Pol kappa inh | BAZ2B inh | BLM inh
Cc1ccc(NC(=O)C2C(=O)N(C)c3ccccc32)cc1 (stereo not given) | 38%[activator] | 0% | -37%[59 µM] | 9% | -19% | 2% | -4% | -31% | -6%
Cc1c(Cl)cccc1NC(=S)NCC1COc2ccccc2O1 (stereo not given) | 14% | -4% | 32%[activator] | -17% | -14% | -20% | -5% | -15% | -11%
Cc1cccnc1NC(=O)c1cccc(S(=O)(=O)NCc2ccccc2)c1 | -22% | 10% | -6% | nt | 0% | -12% | 0% | 0% | nt
Cn1c2ccccc2c(=O)c2cc(C#Cc3ccccn3)ccc21 | -1% | 8% | nt | -3% | ? | -4% | -9% | ? | -8%
FCCCOc1ccc(/C=N/OCc2c(Cl)cccc2Cl)cc1 | 0% | -8% | -6%[59 µM] | 9% | 125%[activator] | -9% | -9% | 4% | 0%
CC(C)(C)OC(=O)n1cc(C(=O)c2ccccc2O)cn1 | -8% | -6% | -6% | 30% | -12% | -10% | 6% | 8% | -8%
Cn1c(NC2CCCCC2)c(N=O)c(=O)n(C)c1=O | 120%[activator] | -6% | 11%[59 µM] | ? | -14% | -8% | -1% | -15% | -1%
O=Cc1c(N2CCN(c3ccccc3)CC2)nc2ccccn2c1=O | 13% | -2% | -6% | ? | -21% | -16% | 4% | -23% | -1%
CC(Oc1ccc(F)cc1)c1nnc(SCC(=O)N(c2ccccc2)C2CCS(=O)(=O)C2)o1 (stereo not given) | 2% | 2% | ? | nt | -6% | -18% | -6% | -1% | nt
Cc1ccc(NC(=O)CN2C(=O)N/C(=C/c3cc(C)n(-c4cccc(C(=O)O)c4)c3C)C2=O)cc1 | 45µM* | 11µM* | 13µM* | 10µM* | ? | 20µM* | ? | 22µM* | -6%
Cc1ccc(N2CCN(C(=O)CCc3nc4ccccc4[nH]3)CC2)c(C)c1 | ? | -9% | -51% | 30% | -23% | -21% | -10% | 4% | -3%
Cc1ccc(C2C(C#N)=C(N)N(c3cccnc3)C3=C2C(=O)CCC3)c(C)c1 (stereo not given) | 24% | -3% | nt | 64% | -13% | -1% | -24% | -9% | -2%

Brought forward from above: 3 entries; new compounds follow.
SMILES | Pol iota inh | APE1 inh | G9a inh | Pol beta inh | JMJD2A Tudor inh | POLH inh | Pol kappa inh | BAZ2B inh | BLM inh
Cc1ccc(NC(=O)CN2C(=O)N/C(=C/c3cc(C)n(-c4cccc(C(=O)O)c4)c3C)C2=O)cc1 | 45µM* | 11µM* | 13µM* | 10µM* | ? | 20µM* | ? | 22µM* | -6%
Cc1ccc(N2CCN(C(=O)CCc3nc4ccccc4[nH]3)CC2)c(C)c1 | ? | -9% | -51% | 30% | -23% | -21% | -10% | 4% | -3%
Cc1ccc(C2C(C#N)=C(N)N(c3cccnc3)C3=C2C(=O)CCC3)c(C)c1 (stereo not given) | 24% | -3% | nt | 64% | -13% | -1% | -24% | -9% | -2%
COc1ccc(CNC(=O)c2cc(-c3ccc(OC)c(OC)c3)nc3n[nH]c(-c4ccc(C)cc4)c23)cc1 | -11% | nt | -4%[59 µM] | -1% | -18% | -13% | -3%[60.1 µM] | 4% | -9%
CC(C)(C)c1ccc(C(=O)NCCn2c(N)c(C#N)c3nc4ccccc4nc32)cc1 | 89%[activator] | -3% | 24% | 3% | -2% | -13% | 8% | 1% | -2%
O=C(Nc1cccc(C(=O)O)c1)/C(=C\c1ccccc1)NC(=O)c1ccccc1Cl | 2% | -3% | ? | 4% | -19% | 16% | -8% | -3% | 1%
CCCCn1cc2c(c1-c1ccc(Cl)cc1)c(=O)n(C)c(=O)n2C | -28% | nt | ? | 5% | -20% | -11% | -18% | ? | 1%
COc1ccc(-n2c(=S)[nH]c3cc(C(=O)NCCCN4CCCC4=O)ccc3c2=O)c(OC)c1 | 13% | -2% | 32µM* | 0% | 14µM* | -13% | -4% | -4% | -2%
COC(=O)CCN(Cc1ccco1)S(=O)(=O)c1ccc(F)cc1Br | 11% | 2% | nt | nt | -23% | nt | 6% | nt | 0%
CCOC(=O)C1CCCN(C(=O)c2cc3ccccc3cc2OC)C1 (stereo not given) | 15% | nt | nt | nt | -2% | -20% | -5% | nt | nt
Cc1nn(CC(=O)NNC(=O)c2ccc(Br)cc2)c(C)c1[N+](=O)[O-] | -20% | 18% | 23%[2.33 µM] | nt | -8% | -7% | 1% | 3% | nt
COCCNc1nc2c(S(=O)(=O)c3ccccc3)nnn2c2ccc(Cl)cc12 | 18% | nt | 3%[59 µM] | 10% | -6% | -14% | -3% | 4% | -2%
Cc1cc(N(CCO)CCO)ccc1C(c1ccc(N(CCO)CCO)cc1C)c1ccccc1Cl | 7% | -3% | 7.9µM* | 1%[57.1 µM] | 28µM* | ? | -3% | 45µM* | -4%
CCOc1cc(C#N)c(NC(=O)c2ccc(OC)c(S(=O)(=O)N3CCN(c4ccccc4)CC3)c2)cc1OCC | 34%[activator] | nt | ? | 2% | -12% | nt | -2% | -18% | -19%
O=C(COc1ccc(Br)cc1)Nc1ccc([N+](=O)[O-])cn1 | 9% | 1% | 2%[12.7 µM] | -15% | 1% | -15% | -6% | ? | -1%
COC(=O)c1sc(N)c(C(=O)OC)c1COC(=O)CNS(=O)(=O)c1cccc(C#N)c1 | 6% | -5% | 12%[59 µM] | 16% | -21% | -2% | -23% | -3% | 1%
COC(=O)c1ccc(NC(=S)NC2CC2)cc1 | 1% | 8% | -4% | 0% | -10% | 4% | -2% | -15% | 1%
COc1ccc(OC(=O)Nc2ccc([N+](=O)[O-])cc2OC)cc1 | -6% | 14% | 13% | 6% | -7% | -19% | -2% | -19% | -3%
CCOC(=O)CSc1nc2c(c(=O)n(C)c(=O)n2C)n1Cc1ccccc1F | 9% | -2% | 2% | 5% | 0% | -10% | 11% | 8% | -4%
CCC(=O)c1ccc(OCC(=O)OCC(=O)c2cc(C)n(CC3CCCO3)c2C)cc1 (stereo not given) | 23% | -8% | ? | nt | -28% | -13% | -9% | ? | nt
O=[N+]([O-])c1ccc(C(O)C23CN4CN(CN(C4)C2)C3)cc1 (stereo not given) | -12% | -5% | 14% | 17% | -12% | -7% | 1% | -4% | -3%
COCCNC(=O)C(c1ccco1)N(Cc1ccc(OC)cc1)C(=O)Cn1nnc2ccccc21 (stereo not given) | 19% | 3% | -1%[59 µM] | 2% | -21% | -3% | -2% | -2% | 1%
C#CCOCCOCCOCCNc1nc(N2CCN(C(=O)CCCCCCCCCCNC(=O)[C@H](CCCCN)n3cc(C[C@@H](C)CC)nn3)CC2)nc(N2CCN(C(=O)CCCCCCCCCCNC(=O)[C@H](CCCCN)n3cc(C[C@@H](C)CC)nn3)CC2)n1 | 20% | nt | nt | nt | 50µM* | 79µM* | -3% | nt | nt
N#Cc1ccc(COc2cccc3cccnc23)cc1 | 47%[activator] | 39% | -13% | 25% | -12% | 0% | -20% | 7% | -4%
Cc1nc(Cl)c(C(=O)NCc2ccccc2)c(C)c1[N+](=O)[O-] | 11% | 19% | 21% | 4% | -4% | -1% | -9% | -7% | -4%
O=C(Nc1ccccn1)Nc1ccccc1Cl | -9% | 17% | 16% | 36% | -2% | -9% | 13% | -11% | -5%
CCCc1cnc2c(c1SCc1ccc(C(F)(F)F)cc1)c(=O)n(C)c(=O)n2C | 10% | nt | ? | -26% | -6% | -17% | -3%[60.1 µM] | 6% | -4%
CCCCNC(=O)C(Cc1ccccc1)NS(=O)(=O)c1ccc2c(c1)c(=O)n(C)c(=O)n2C (stereo not given) | 25%&2% | -7% | 3%[59 µM] | 23%&4% | -15%&0% | -9%&-13% | -3%&9% | -34%&50% | 1%&3%
C=CCn1c(Cc2c[nH]c3ccccc23)n[nH]c1=S | 9% | -5% | 6.3µM* | 0% | 8.9µM* | -6% | -2% | -7% | -2%
Cc1nn(-c2ccccc2)c(Cl)c1/C=N/NC(=O)c1[nH]ncc1Br | -11% | 29% | 59%[activator] | -3% | -2% | -1% | -10% | -3% | -2%
COc1ccc(-c2nc3cnc(N4CCN(C)CC4)nc3n(CCc3ccccc3)c2=O)cc1 | nt | 18% | 10%[0.501 µM] | nt | nt | nt | -3%[60.1 µM] | nt | 4%
O=c1c2cnn(-c3ccccc3)c2ncn1Cc1ccccc1F | 32%[activator] | 7% | 17% | 14% | -10% | -17% | -8% | -3% | 2%
Cc1c(CNC2CCC(C)CC2)c(C(=O)O)c(C)n1Cc1ccc(Cl)cc1 (stereo not given) | 38%[activator] | nt | 3%[59 µM] | -14% | -20% | -17% | -8% | ? | 0%
COc1ccc(S(=O)(=O)NC(CC(=O)NC2CCCC2)c2ccco2)cc1 (stereo not given) | 9% | -2% | 4% | 14% | -15% | -15% | -14% | 7% | -1%
CCCNC(=O)NC(=O)COc1ccc(-c2ccc(C#N)cc2)cc1 | -15% | -3% | 4% | 1% | -9% | -6% | -3% | -2% | -5%
COc1ccc(Cl)cc1NC(=O)COC(=O)C1COc2ccccc2O1 (stereo not given) | -4% | 7% | 5%[59 µM] | nt | -6% | -26% | -17% | 2% | nt
COC(=O)C(Cc1ccccc1)NC(=O)c1cc(=O)[nH]c2ccccc12 (stereo not given) | 102%[activator] | 2% | 2% | -2% | -13% | 10% | -21% | -26% | -1%
O=C(Nc1ccc2c(c1)OCCO2)C1CCN(C(=O)c2ccccc2)CC1 | 16% | -3% | 8% | 0% | -5% | 2% | 8% | -22%[57.1 µM] | 1%
COc1ccc(-c2nn(CC(=O)NCCc3ccccc3)c(=S)n2C)cc1 | 31%[activator] | -2% | 14%[59 µM] | 17% | -13% | 1% | -1% | 9% | 2%
CCCCOc1ccc(C(=O)Nc2cc(C)c(OCC(=O)N3CCOCC3)c(C)c2)cc1 | 20% | 0% | 10%[59 µM] | 3% | -10% | -14% | -14% | 3% | -5%
CC(C)Oc1snc(Cl)c1C(N)=O | 6% | -1% | ? | -2% | -12% | 4% | -5% | -6% | 1%
NC(=O)CSc1nnc(Cn2c(=O)sc3ccccc32)n1-c1cccc(Cl)c1 | 8%[58.9 µM] | -1% | 5% | 1% | -4% | -3% | -5% | -4% | -2%
COc1ccccc1CNC(=O)CCCn1c(=O)c2cccn2c2ccccc21 | 42%[activator] | nt | 9%[59 µM] | 3% | -31% | nt | 3% | 4% | -2%

Source: PubChem BioAssay

The list is partial; count on the stated rates, not on these rows.
